PREPL inh: PREPL enzyme inhibitors, primary screen, biochemical, fluorescence polarization. actives 0.68% (n = 320,000). recombinant PREPL, fluorescence polarization activity-based probe. inhibition, % at 5.96 µM. AID 2751, 2010; in the data active = inhibition above about 43%;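 note: 0% = enzyme with DMSO and 100% = wells lacking enzyme; many of its hits are not listed in these tables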
LYPLA2 inh: LYPLA2 inhibitors, primary screen, counter-screen for PME1 inhibitor project, biochemical, fluorescence polarization, FP-Rh probe ABPP; Acyl-protein thioesterase 2 (Homo sapiens), O95372; recombinant LYPLA2; inhibition, % at 5.9 µM; actives 0.38% (n = 320,000);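 active = inhibition above the screen-wide mean plus 3 SD, limit set per campaign, cut at about 26% in these data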;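 note: 0% = LYPLA2 with DMSO and 100% = wells lacking LYPLA2 enzyme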
pPAFAH inh: pPAFAH enzyme inhibitors, primary screen, biochemical, fluorescence polarization, human. Platelet-activating factor acetylhydrolase (Homo sapiens), Q13093. actives 1.5% (n = 330,000). AID 463082, 2010. recombinant pPAFAH, FP-rhodamine probe fluorescence polarization. inhibition, % at 3.39 µM;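 active = inhibition above the mean inhibition across the screen plus 3 SD, cut at about 25% in these data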;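 note: inhibitors block binding of the rhodamine activity-based probe so polarization drops; 0% = enzyme with DMSO and 100% = wells lacking pPAFAH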
Target sequence (Q13093 whole entry, looked up): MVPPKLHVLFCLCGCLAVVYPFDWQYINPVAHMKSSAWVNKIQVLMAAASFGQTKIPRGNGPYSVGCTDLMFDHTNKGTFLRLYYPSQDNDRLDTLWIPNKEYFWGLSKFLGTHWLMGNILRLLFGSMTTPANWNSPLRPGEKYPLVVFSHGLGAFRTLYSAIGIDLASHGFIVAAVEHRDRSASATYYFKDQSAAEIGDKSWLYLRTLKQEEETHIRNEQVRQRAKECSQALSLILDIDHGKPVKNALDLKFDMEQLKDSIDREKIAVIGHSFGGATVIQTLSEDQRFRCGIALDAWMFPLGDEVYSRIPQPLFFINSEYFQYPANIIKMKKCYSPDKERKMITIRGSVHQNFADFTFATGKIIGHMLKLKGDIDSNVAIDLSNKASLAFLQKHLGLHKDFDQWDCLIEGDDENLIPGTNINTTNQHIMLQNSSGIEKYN
PAFAH1B3 FP inh: PAFAH1B3 enzyme inhibitors, primary screen, biochemical, fluorescence polarization, human; Platelet-activating factor acetylhydrolase IB subunit alpha1 (Homo sapiens), Q15102; recombinant PAFAH1B3, FP-rhodamine probe; inhibition, % at 3.39 µM; actives 0.28% (n = 340,000);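 active = inhibition above the screen-wide average of all tested compounds plus 3 SD, cut at about 25% in these data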;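 note: 0% = enzyme with DMSO only and 100% = wells lacking PAFAH1B3 protein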
Target sequence (Q15102 whole entry, looked up): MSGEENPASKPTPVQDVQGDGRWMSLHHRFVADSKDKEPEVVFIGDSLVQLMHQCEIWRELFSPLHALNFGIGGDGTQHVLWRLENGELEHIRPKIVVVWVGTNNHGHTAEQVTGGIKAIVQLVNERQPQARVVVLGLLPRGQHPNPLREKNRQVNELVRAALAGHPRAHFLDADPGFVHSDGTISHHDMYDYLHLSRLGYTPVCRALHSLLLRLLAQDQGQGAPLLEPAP
LYPLA1 counter: LYPLA1 inhibitors, primary screen, counter-screen for PME1 inhibitor project, biochemical, fluorescence polarization, FP-Rh probe ABPP; recombinant LYPLA1; inhibition, % at 5.9 µM; actives 0.16% (n = 320,000); AID 2174, 2009;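 active = inhibition above the mean of all tested compounds plus 3 SD, set per campaign, cut at about 14% in these data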;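 note: inhibitors block serine hydrolase probe labeling of LYPLA1 so polarization falls; 0% = enzyme with DMSO and 100% = wells lacking LYPLA1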
Target sequence (O75608 whole entry, looked up): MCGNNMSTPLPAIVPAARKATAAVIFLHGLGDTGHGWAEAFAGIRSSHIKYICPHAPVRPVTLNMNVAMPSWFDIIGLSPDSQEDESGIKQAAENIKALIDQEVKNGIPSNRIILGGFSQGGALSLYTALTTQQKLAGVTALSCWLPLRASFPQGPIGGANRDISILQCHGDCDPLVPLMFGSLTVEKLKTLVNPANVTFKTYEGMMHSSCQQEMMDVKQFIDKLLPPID
ZTA counter: blocks Epstein-Barr virus ZTA, an EBNA-1 counter-screen. P03206. ZTA-DNA binding, fluorescence polarization. inhibition, % at 11 µM. actives 0.15% (n = 320,000). AID 2234; in the data active = inhibition above about 33%
PAFAH1B2 inh: PAFAH1B2 enzyme inhibitors, primary screen, biochemical, fluorescence polarization, human; inhibition, % at 3.39 µM; recombinant PAFAH1B2, FP-rhodamine activity probe; Platelet-activating factor acetylhydrolase IB subunit alpha2 (Homo sapiens), P68402; actives 1.2% (n = 340,000);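 active = inhibition above the mean of all tested compounds plus 3 SD, cut at about 24% in these data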;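 note: 0% = enzyme with DMSO and 100% = wells lacking PAFAH1B2; many of its hits are not listed in these tables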
PAFAH2 inh: PAFAH2 enzyme inhibitors, primary screen, biochemical, fluorescence polarization, human | Platelet-activating factor acetylhydrolase 2, cytoplasmic (Homo sapiens), Q99487 | recombinant PAFAH2, FP-rhodamine activity probe | inhibition, % at 3.39 µM | actives 0.99% (n = 340,000) | AID 492956, 2010;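 active = inhibition above the mean over all tested compounds plus 3 SD, cut at about 30% in these data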;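 note: inhibitors block probe labeling of enzyme so polarization drops; 0% = enzyme with DMSO and 100% = wells lacking PAFAH2 protein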
EBNA-1 inh: EBNA-1 DNA-binding inhibitors, primary screen, biochemical, fluorescence polarization; inhibition, % at 14.8 µM; actives 0.34% (n = 300,000); AID 1950, 2009; in the data active = inhibition above about 28%
* hit, by the source's call; x = not tested or not shown.

SMILES | PREPL inh | LYPLA2 inh | pPAFAH inh | PAFAH1B3 FP inh | LYPLA1 counter | ZTA counter | PAFAH1B2 inh | PAFAH2 inh | EBNA-1 inh
COc1ccc(C2N=C(c3ccccc3)NC(c3ccccc3)=N2)cc1 | -8 | -2 | -4 | 5 | 2 | 1 | -2 | 4 | 11
Cc1cc(C)c2cc(CN(Cc3cccnc3)C(=O)c3ccc(F)cc3)c(Cl)nc2c1 | 7 | 3 | 3 | 2 | -1 | 0 | 0 | -3 | 1
O=C(Nc1ccc(Cl)cc1Cl)c1cccc(N2C(=O)C=CC2=O)c1 | -26 | -25 | 2 | -17 | -13 | -6 | -14 | -28 | -1
Clc1ccc(-c2nnn(Cc3nc4ccccc4s3)n2)cc1 | -30 | -4 | -6 | -1 | -4 | -1 | 1 | -4 | -12
Cc1ccc(N=CC=C2OC(C)(C)C(C)(C)O2)cc1 | 6 | -7 | -5 | 5 | 0 | 12 | 1 | -4 | 1
COc1ccc(Nc2nc(NCc3ccco3)nc(N/N=C/c3ccccc3)n2)cc1 | 39 | 4 | -13 | 4 | -1 | -5 | -3 | -5 | 1
COCCN(CCOC)C(=O)CC(=O)N(CCOC)CCOC | 10 | -2 | 6 | 5 | -4 | 1 | 1 | -1 | 4
CC(=O)NC(CC(=O)NNC(=O)c1cccs1)c1ccccc1 (centres undefined) | 3 | 0 | -1 | 5 | 0 | 3 | 7 | 0 | 9
COCC(=O)Oc1c(S(=O)(=O)c2ccc(C)cc2)c(C)nn1C(C)(C)C | 3 | -1 | 2 | 2 | -2 | 17 | 6 | -13 | 0
CN(C)c1nc(C#N)nc(N(C)C)n1 | 2 | 12 | 1 | 5 | 4 | 25 | 2 | 2 | 4
COc1ccc2c(CC(=O)Nc3ccc(OC)c(S(=O)(=O)N4CCOCC4)c3)coc2c1 | 29 | 4 | 3 | -5 | -5 | 12 | 3 | -5 | 10
CCOC(=O)N1CCN(C(=O)c2cn(CC)c3ccc(S(=O)(=O)N4CC(C)CC(C)C4)cc3c2=O)CC1 (centres undefined) | 2 | -1 | 4 | 3 | 0 | 14 | 6 | 7 | 1
CCOC(=O)C1CCCN(C(=O)Cc2ccc(OC)c(OC)c2)C1 (centres undefined) | 1 | -4 | 2 | -4 | -3 | -15 | 10 | 0 | 2
CCCN1CCc2c(sc3nc(SC)n(-c4ccccc4)c(=O)c23)C1 | 9 | 0 | 5 | 0 | 0 | 8 | 4 | -5 | 6
CCc1nc(SCC(=O)N2CCCC2)c2ccccc2n1 | 15 | 3 | -4 | 2 | -7 | -6 | 9 | -7 | 4
CC(Nc1nc(-c2cccnc2)nc2ccccc12)c1ccc(F)cc1 (centres undefined) | -32 | -14 | -4 | 1 | -5 | 2 | 3 | 0 | -2
COc1ccc(OC)c(Cc2nnc(CCC(=O)N3CCCCC3)o2)c1 | -10 | 7 | 3 | 3 | -1 | -13 | 5 | 5 | -3
COc1cccc(-c2cc(N)nn2C(=O)Nc2ccc(Cl)cc2)c1 | -3 | -11 | -6 | -2 | -11 | -3 | -2 | -3 | -12
Cc1ccccc1C(=NCCCN(C)C)c1ccccc1C | 4 | -1 | 1 | 3 | -3 | 3 | -1 | -1 | 0
COC(=O)c1ccccc1NC(=O)C12CCC(C)(C(=O)O1)C2(C)C (centres undefined) | 4 | 0 | -2 | 6 | 1 | 12 | 3 | -1 | 8
CN(Cc1cccnc1)C(=O)CC1C(=O)NCCN1CC(c1ccccc1)c1ccccc1 (centres undefined) | 5 | -8 | -5 | 0 | -3 | 1 | 1 | 5 | 1
COCC[N+]1(C)CCCCC1 | 15 | -1 | -4 | 1 | -2 | -16 | 1 | 2 | 1
CC(=NNC(=O)c1cccc(S(=O)(=O)N2CCOCC2)c1)c1ccccc1 | 7 | x | 3 | 10 | x | x | 1 | -7 | x
N=c1ccn(Cc2cccc(Cl)c2)cc1 | -13 | 0 | -6 | -1 | 3 | 0 | 3 | -7 | -6
O=C(NCc1ccccc1)C1=C[C@H](c2ccc(C(F)(F)F)cc2)C[C@H](OCCCCO)O1 | 0 | -8 | 5 | -1 | -7 | -2 | 5 | -2 | 0
O=C(CSc1nnc(-c2cccs2)o1)Nc1cccc(S(=O)(=O)N2CCCCC2)c1 | -7 | -11 | 1 | -2 | -6 | 12 | 1 | -5 | 0
CCOC(=O)N1CCN(c2c(NCc3ccc(Cl)cc3)c(=O)c2=O)CC1 | 14 | 4 | 1 | 2 | 2 | 1 | 2 | 18 | 2
CCC(=O)c1cc2c(cc1NC(=O)c1ccc(C)cc1)OCCO2 | -4 | -3 | -2 | 4 | -2 | 9 | 3 | -4 | -8
CN(Cc1ccccc1)C(=S)NC(=O)c1cccs1 | -2 | 0 | 1 | 7 | 2 | 12 | 2 | 4 | 3
C#Cc1cccc(-n2nnc(C(C)=O)c2C)c1 | 10 | 1 | -2 | 4 | 1 | -4 | 2 | -3 | -9
O=C(OCC(=O)c1ccc[nH]1)c1ccc(Cl)c(Cl)c1 | 13 | x | 10 | 8 | x | x | 0 | 11 | x
Cc1nn(CCCC(=O)NCc2ccc(F)cc2)c(=O)c2nccn12 | -4 | 0 | -3 | -6 | 1 | 2 | 1 | -4 | 13
COc1cc(CNC2CCCC2)c(Br)cc1OC1CCCC1 | 17 | -3 | 1 | -1 | 3 | 0 | 5 | 0 | 7
COc1ccccc1NC(=O)CN(c1ccc(C)cc1)S(=O)(=O)c1c(C)n[nH]c1C | 6 | 0 | -2 | 6 | 1 | -3 | 5 | 7 | -4
Cc1nc2c(C)cccc2cc1C(=O)N/N=C/c1cccnc1 | 7 | -7 | -3 | 10 | -4 | -2 | 4 | 7 | -13
CCC(CO)NC1=C([N+](=O)[O-])C(=O)CC(C)(C)C1 (centres undefined) | 1 | -5 | -1 | 3 | 1 | -3 | 7 | 2 | -11
O=C(NC12CC3CC(CC(C3)C1)C2)N1CCN(C(=O)C2CCCO2)CC1 (centres undefined) | 1 | -2 | 6 | 3 | -3 | 18 | 0 | 10 | -2
COC(=O)c1ccc(N2CCc3ccccc32)c([N+](=O)[O-])c1 | 10 | -3 | 25* | 2 | 6 | 3 | 7 | 5 | -3
O=C(NCc1cccs1)c1ccc(CS(=O)(=O)c2ccc(Cl)cc2)o1 | 2 | 4 | 4 | -5 | -3 | 4 | 7 | 4 | -6
CC(NC(=O)c1cc(S(=O)(=O)N2CCCC2)cn1C)c1ccccc1 (centres undefined) | -10 | -3 | 6 | 2 | 0 | 9 | 4 | 1 | 12
CCc1ccccc1NC(=O)c1cccc(N2C(=O)C3C4CCC(C4)C3C2=O)c1 (centres undefined) | -4 | -4 | 7 | 4 | -2 | -1 | 3 | 7 | -1
COc1ccccc1OCCCn1c(=O)oc2ccc(C)cc21 | 2 | -6 | -7 | 2 | -3 | -11 | 4 | -5 | -10
CC(=O)Nc1cccc(Oc2cc(C#N)c(C#N)cc2N2CCOCC2)c1 | 4 | 7 | 1 | -2 | 1 | 1 | 4 | 5 | 10
CCC(c1nc2ccccc2c(=O)n1-c1cccnc1)N1C(=O)c2ccccc2C1=O (centres undefined) | -1 | -2 | 7 | 4 | 2 | 5 | 1 | 0 | 11
COc1cccc(NC(=O)CN(C)CC(=O)NCc2ccco2)c1 | 4 | 4 | -3 | 1 | 4 | -14 | 3 | 8 | x

Some of the entries above in a different format:
Values run as follows: PREPL inh | LYPLA2 inh | pPAFAH inh | PAFAH1B3 FP inh | LYPLA1 counter | ZTA counter | PAFAH1B2 inh | PAFAH2 inh | EBNA-1 inh
- Cc1nn(CCCC(=O)NCc2ccc(F)cc2)c(=O)c2nccn12
  -4 | 0 | -3 | -6 | 1 | 2 | 1 | -4 | 13
- COc1cc(CNC2CCCC2)c(Br)cc1OC1CCCC1
  17 | -3 | 1 | -1 | 3 | 0 | 5 | 0 | 7
- COc1ccccc1NC(=O)CN(c1ccc(C)cc1)S(=O)(=O)c1c(C)n[nH]c1C
  6 | 0 | -2 | 6 | 1 | -3 | 5 | 7 | -4

Continuation.
SMILES | PREPL inh | LYPLA2 inh | pPAFAH inh | PAFAH1B3 FP inh | LYPLA1 counter | ZTA counter | PAFAH1B2 inh | PAFAH2 inh | EBNA-1 inh
Cc1occc1-c1n[nH]c(=S)n1CC(C)C | -1 | 1 | -5 | 9 | 6 | -4 | 8 | -1 | 4
O=C(Nc1cccc(C(F)(F)F)c1)c1cc(-c2cccs2)on1 | 3 | -6 | 4 | -3 | -4 | 9 | 5 | -2 | -3
Cc1cccc(C)c1NC(=O)c1cc(S(=O)(=O)N2CCc3ccccc32)cn1C | 8 | -3 | 6 | -1 | -1 | 11 | 7 | -3 | 20
O=C(NC1CCN(S(=O)(=O)c2ccccc2)CC1)C1CCCCC1 | 1 | -4 | -4 | 3 | 0 | -3 | -7 | 4 | 3
Cc1csc(NC(=O)CSCC(=O)O)c1-c1nc2ccccc2s1 | 4 | -4 | 5 | 4 | -5 | 1 | 2 | 1 | 11
CCc1ccccc1NC1=CC(=O)CC(C)(C)C1 | -1 | -4 | 0 | 0 | -1 | 10 | 1 | 8 | -1
O=C(O)CCC(=O)Nc1ccc(Br)c(Cl)c1 | 6 | -5 | 0 | 6 | -3 | 10 | -7 | 2 | 0
CN1C(=S)SC2CS(=O)(=O)CC21 (centres undefined) | -2 | 4 | 3 | x | 6 | -2 | x | x | -6
O=C(O)C1CCN(C(=O)CCc2ccccc2)CC1 | -9 | 5 | -6 | -3 | 2 | 7 | -3 | -5 | 3
CCCCN(C(=O)CN1C(=O)C2CC=CCC2C1=O)c1c(N)n(CCC)c(=O)[nH]c1=O (centres undefined) | 5 | 9 | -4 | 6 | -3 | 7 | 6 | -4 | -4
Cc1ccc(CN2CCN(CCCc3ccccc3)CC2CCO)cc1 (centres undefined) | 15 | 9 | 7 | 1 | 4 | 4 | -2 | 0 | 10
CCOc1ccccc1Nc1nnc(SCc2ccc(C(=O)OC)o2)s1 | -3 | 3 | 6 | 2 | 0 | -13 | 5 | 1 | -2
CSc1n[nH]c2nc3c(c(=O)n12)C1(CCCCC1)Cc1ccccc1-3 | 5 | 1 | 6 | 10 | 1 | 4 | 91* | 44* | -1
C/C(=N\NC(=O)c1cc(-c2cccnc2)nc2ccccc12)c1ccccc1O | 26 | 1 | 8 | 18 | -4 | -7 | -1 | -4 | 0
NS(=O)(=O)c1cc(C(=O)N2CCNC(=O)C2)ccc1Cl | 3 | -2 | 2 | 14 | -5 | 15 | 1 | -2 | 0
CC(C)S(=O)(=O)N1CCN(c2ccnc3cc(Cl)ccc23)CC1 | 2 | 3 | 9 | x | 1 | 18 | x | x | 8
O=C(CCCc1nc2ccccc2s1)NCc1ccc(F)cc1 | -36 | -1 | 5 | 4 | -4 | 1 | -1 | 7 | -8
COc1cc(C)c2c(c1C=O)Oc1c(c(C)c(O)c3c1C(O)OC3=O)OC2=O (centres undefined) | -8 | -9 | 7 | 3 | -11 | 67* | 1 | 49* | -5
COC(=O)C(CC(=O)c1ccc(Br)cc1)n1cccn1 (centres undefined) | 0 | -5 | 3 | 6 | 0 | 5 | 7 | 5 | -2
Cc1ccc(NC(=O)CSc2nc3[nH]ncc3c(=O)[nH]2)c(C)c1 | 8 | 0 | -1 | -8 | -6 | -17 | 0 | 3 | 3

Bioassay records deposited in PubChem BioAssay by The Scripps Research Institute Molecular Screening Center.

Only part of the results is shown. The share of hits here may be higher or lower than overall.
